# SENP8 block-1: SENP8 protease inhibition; AID 2540; purified SENP8, Z-RLRGG-aminoluciferin cleavage, luminescence; inhibition, % at 10 µM; Q96LD8; actives 1.2% (n = 330,000); in the data active means inhibition above about 50%
# Target sequence (Q96LD8 whole entry, looked up): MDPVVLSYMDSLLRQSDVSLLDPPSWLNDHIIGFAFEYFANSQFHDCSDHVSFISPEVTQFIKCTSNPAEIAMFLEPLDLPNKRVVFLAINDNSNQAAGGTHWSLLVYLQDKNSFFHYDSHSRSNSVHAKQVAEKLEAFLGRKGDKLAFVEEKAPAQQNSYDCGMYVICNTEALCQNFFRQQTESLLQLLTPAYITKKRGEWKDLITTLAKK
# PfG6PD inh: PfG6PD (Plasmodium falciparum) enzyme inhibition | PfGluPho enzyme, NADPH resazurin-diaphorase fluorescence | inhibition, % at 20 µM | actives 0.78% (n = 350,000) | AID 504690;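 active means inhibition reaching at least a set limit at 20 µM in the primary screen, cut at about 59% in these data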;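 further: 0% = DMSO wells with substrate and 100% = DMSO wells lacking glucose-6-phosphate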
# SENP6 block: blocks the human protease SENP6. Q9GZR1. Recombinant SENP6 catalytic domain, aminoluciferin luminescence. inhibition, % at 10 µM. actives 1.8% (n = 330,000);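 active means inhibition above about 50% at the single tested dose, limit read from the data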;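 further: plate controls were DMSO wells with enzyme for no effect and DMSO wells lacking enzyme for full effect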
# beta cell repl: induces beta-cell replication in MIN6 cells | actives 0.29% (n = 330,000) | MIN6 cells proliferation, ATPlite luminescence, 48 h; cells starved in 0.2% serum; 100% = growth in 10% serum | proliferation, % at 10 µM;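 active means compounds whose signal lies at least 3.5 SD above the mean of all wells on their plate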;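 further: 0% = DMSO-treated cells in low-serum medium and 100% = 10% serum control; some compounds called inactive have numbers as strong as hits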
# SENP1 FRET inh: blocks the human SENP1 SUMO protease catalytic domain; AID 624204; inhibition, % at 10 µM; actives 0.21% (n = 360,000); recombinant SENP1 catalytic domain, CyPet-SUMO1-YPet FRET cleavage;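 active means inhibition at least 30% at 10 µM, raw YFP signal under a set limit, fluorescence ratio 0.5 to 1.5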;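 further: 0% = enzyme with DMSO and 100% = no enzyme wells; some results filed as inactive read as strong as hits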
# Target sequence (Q9P0U3 419-644 limits assumed): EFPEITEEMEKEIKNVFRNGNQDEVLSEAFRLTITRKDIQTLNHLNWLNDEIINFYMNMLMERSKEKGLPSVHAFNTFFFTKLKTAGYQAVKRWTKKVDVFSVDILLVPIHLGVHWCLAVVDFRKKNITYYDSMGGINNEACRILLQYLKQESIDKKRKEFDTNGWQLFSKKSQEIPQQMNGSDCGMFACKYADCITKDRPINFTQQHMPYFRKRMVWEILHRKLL
#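 Controls: no-enzyme wells low, DMSO-plus-enzyme wells high control. Test system: human recombinant His6-tagged SENP1 catalytic domain enzyme. Reagent: SFCypet-SUMO1-SFYpet FRET protein substrate, 25 nM final. Doses: one dose per compound, 10 µM, 0.5% DMSO. Detection: FRET, CFP and YFP emission. Timing: 50 min reaction at room temperature.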
# SENP7 inh: inhibitors of human SENP7 protease; inhibition, % at 5 µM; actives 1.5% (n = 330,000); recombinant SENP7, Z-RLRGG-aminoluciferin luminescence, 40 min; Q9BQF6;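 active means inhibition above about 50% at the single test dose, limit read from the data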;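 further: plate controls were DMSO with enzyme for no effect and no enzyme buffer wells for full effect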
# Target sequence (Q9BQF6 706-1050 limits assumed): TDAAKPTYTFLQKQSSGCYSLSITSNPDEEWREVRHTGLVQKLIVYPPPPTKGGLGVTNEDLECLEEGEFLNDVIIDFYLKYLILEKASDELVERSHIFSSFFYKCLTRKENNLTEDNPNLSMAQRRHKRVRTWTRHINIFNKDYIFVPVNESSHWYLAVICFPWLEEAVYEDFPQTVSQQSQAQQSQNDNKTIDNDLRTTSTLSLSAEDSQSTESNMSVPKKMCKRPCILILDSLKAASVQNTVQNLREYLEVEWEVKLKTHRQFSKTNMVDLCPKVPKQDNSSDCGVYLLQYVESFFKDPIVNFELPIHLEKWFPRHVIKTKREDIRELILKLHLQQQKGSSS
# HKDC1 inhibitor: HKDC1 (human) hexokinase inhibition. Q2TB90. recombinant HKDC1, G6PDH/diaphorase resazurin coupled fluorescence. inhibition, % at 20 µM. actives 0.16% (n = 340,000);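 active means inhibition above about 35% when tested at 20 µM, limit read from the data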;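 further: plate controls were DMSO wells with enzyme for no effect and DMSO wells lacking enzyme for full effect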
#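 Assay system: in-house recombinant HK5 (HKDC1) enzyme. Input: HKDC1 at 5 µg/mL. Medium: Tris pH 8.0 buffer with MgCl2, Tween-20, BSA, BME. Dosing: single 20 µM dose. Schedule: 90 min reaction incubation at room temperature, dark. Signal: resazurin-to-resorufin fluorescence via G6PDH and diaphorase coupling, 525/613 nm. Controls: DMSO-enzyme wells negative, buffer-substituted wells positive.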
# UBC13 inh: inhibitors of human UBC13 polyubiquitin chain formation. inhibition, % at 20 µM. P61088. TR-FRET. actives 0.47% (n = 330,000); in the data active means inhibition above about 45%, passing the limit was not always enough
# Target sequence (P61088 whole entry, looked up): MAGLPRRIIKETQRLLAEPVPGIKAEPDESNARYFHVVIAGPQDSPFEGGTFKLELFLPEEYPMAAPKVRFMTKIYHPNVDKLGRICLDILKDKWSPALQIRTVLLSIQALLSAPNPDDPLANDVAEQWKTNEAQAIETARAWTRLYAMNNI
# SENP8 block-2: SENP8 (human) protease inhibition; recombinant SENP8, Nedd8 substrate fluorescence; Q96LD8; inhibition, % at 20 µM; actives 0.64% (n = 360,000); AID 602440; in the data active means inhibition mostly above about 40%, no sharp cut-off; inactive means mostly below about 27%
# Active calls of the source: *; i = inactive; · = not tested or not shown.
SMILES,SENP8 block-1,PfG6PD inh,SENP6 block,beta cell repl,SENP1 FRET inh,SENP7 inh,HKDC1 inhibitor,UBC13 inh,SENP8 block-2
CCOP(=O)(c1ccccc1)c1nc(-c2ccccc2C)oc1N1CCCCC1 (stereo not given),2,5,6,-3,·,3,-2,-2,·
O=C(C[C@@H]1C/C=C\C[C@H](Cc2ccc(F)cc2)C(=O)OCCNC1=O)N[C@H](CO)Cc1ccccc1,-6,-5,-18,-3,2,-10,-4,-13,6
CC1CCC(NC(=O)CSc2nncn2C)CC1 (stereo not given),-15,2,10,1,-2,-6,-11,-12,18
FC(F)(F)c1ccc(/C=N/N2CCN(Cc3ccccc3)CC2)cc1,-9,26,-5,-2,2,-4,-7,-3,22
CC(CCCCC(=O)Nc1ccc(C(F)(F)F)cc1)NCCc1cnc[nH]1 (stereo not given),-10,·,-4,1,·,-6,·,-3,·
O=C1CC(NCC2CCCO2)C(=O)N1c1ccc(F)cc1 (stereo not given),3,-8,11,-3,2,-2,12,3,13
O=S(=O)(c1ccccc1)c1nc(NC2CC2)sc1Cl,3,8,6,0,0,9,0,11,15
CN(CC(=O)NCCc1ccc(F)cc1)Cc1cccs1,0,-6,1,-1,0,-3,-5,9,6
CC(=O)c1ccc(OCC(O)CN2CCN(S(=O)(=O)c3c(C)c(C)cc(C)c3C)CC2)cc1 (stereo not given),1,-4,-8,-4,1,-9,-1,4,3
CN(C(=O)CSc1nnc(-c2ccc(Cl)cc2)n1CC1CCCO1)C1CCS(=O)(=O)C1 (stereo not given),3,13,18,0,2,1,-3,-2,15
Cc1ccc2c(c1)N(CC(=O)NC1CCCC1)C(=O)C(C)O2 (stereo not given),4,8,-8,-1,4,-1,-6,1,8
COc1cc(OC)c(CNC2CCCCCC2)cc1Br,-6,-6,1,-2,2,5,-9,10,11
CCOC(=O)c1cccc(NC(=O)CNS(=O)(=O)c2cccs2)c1,9,9,0,-5,3,0,0,-5,16
CC1CCCN(CCC(=O)Nc2ccc(Br)cc2)C1 (stereo not given),-8,-9,-5,1,0,-8,-4,1,10
CC1(C)C(=O)Nc2ccccc2N1C(=O)CN1C(=O)NC(CCc2ccccc2)C1=O (stereo not given),-2,-3,9,1,2,-4,3,-2,-4
CC1C2NC(=O)N(Cc3ccccc3)C1(C)Oc1ccccc12 (stereo not given),-1,-14,-7,-2,2,-5,-7,1,23
CC(=O)Nc1ccc(NC(=O)COc2ccc(-c3ccccc3)cc2)cc1,2,-5,-5,4,1,-4,-8,-7,-1
CCOC(=O)c1cc2c(=O)n3ccccc3nc2n(Cc2ccco2)c1=NC(=O)c1ccc(OC)cc1OC,-1,0,7,4,-35,13,4,7,-443
COc1ccc(/C=N/n2c(=O)[nH]c3c([nH]c4ccc(Cl)cc43)c2=O)cc1CN1CCCCC1,9,4,-34,-3,-2,0,7,10,-83
O=C(NC1CCCC1)C1CCCN(S(=O)(=O)c2ccc(F)cc2)C1 (stereo not given),1,16,-14,-2,0,9,4,4,6

# Random excerpt: two entries already listed
SMILES,SENP8 block-1,PfG6PD inh,SENP6 block,beta cell repl,SENP1 FRET inh,SENP7 inh,HKDC1 inhibitor,UBC13 inh,SENP8 block-2
CCOC(=O)c1cccc(NC(=O)CNS(=O)(=O)c2cccs2)c1,9,9,0,-5,3,0,0,-5,16
CC(=O)c1ccc(OCC(O)CN2CCN(S(=O)(=O)c3c(C)c(C)cc(C)c3C)CC2)cc1 (stereo not given),1,-4,-8,-4,1,-9,-1,4,3

# Further results follow.
SMILES,SENP8 block-1,PfG6PD inh,SENP6 block,beta cell repl,SENP1 FRET inh,SENP7 inh,HKDC1 inhibitor,UBC13 inh,SENP8 block-2
CSc1ccc(Cl)c(C(=O)Nc2nccs2)c1,-2,5,-1,-1,0,5,0,-4,10
CNC[C@H]1Oc2c(NC(=O)C3CCCCC3)cccc2C(=O)N([C@H](C)CO)C[C@@H]1C,-1,-6,4,-2,1,12,0,1,-5
CC(OC(=O)c1snc(C(=O)NC2CCCCC2)c1N)C(=O)NC(C)(C)C (stereo not given),9,-8,0,-1,-2,2,-4,9,i
CC1=CC(C)(C)Nc2ccc(OC(=O)C(Cc3ccccc3)N3C(=O)c4ccccc4C3=O)cc21 (stereo not given),-1,31,1,-4,-8,-10,1,-7,8
NC(=O)CN1C(=O)C2C3c4ccccc4C(c4ccccc43)C2C1=O (stereo not given),4,-1,16,-2,-1,3,-6,-1,30
O=C(NCc1ccco1)/C(=C/c1cccc(C(F)(F)F)c1)c1nc2ccccc2[nH]1,-16,0,-12,-6,-60,-4,0,-4,-303
O=C(Oc1c(CN2CCOCC2)cc(Cl)c2cccnc12)c1ccccc1Br,-1,15,-5,-6,-1,3,3,-13,23
O=C(CSc1nc2[nH]ncc2c(=O)[nH]1)NCCc1ccccc1,3,-1,-8,1,0,-1,-17,6,9
CC1CCCCN1Cc1c(O)ccc2c(=O)c(-c3ccc(Cl)cc3)coc12 (stereo not given),7,-1,-28,-1,1,-1,2,13,-294
CCn1c(SCC(=O)c2ccc(C)cc2)nnc1-c1ccoc1C,8,23,1,-2,-2,-3,-2,1,10
O=C1CC(c2ccccc2)CC(O)=C1C=Nc1ccccc1O (stereo not given),-10,-24,8,-4,2,-5,-3,-12,-284
N#Cc1cccc(N=Cc2c(O)ccc3ccccc23)c1,-2,16,3,0,-47,2,32,-10,-123
CCn1cnc2sc(C(=O)Oc3ccc(Br)cc3)c(C)c2c1=O,-15,-2,11,-2,1,0,-6,2,-8
Cc1ccc(C)c(NS(=O)(=O)c2ccc(-c3coc(C)n3)cc2)c1,-4,-13,-9,-3,1,8,-5,-4,9
O=C(O)C1CCCCC1C(=O)Nc1ccc(S(=O)(=O)N2CCCCCC2)cc1 (stereo not given),2,-22,0,-3,1,-5,-4,-4,1
CC1CCCC(NC(=O)COC(=O)/C=C/c2ccc3c(c2)OCO3)C1C (stereo not given),-21,3,-28,0,2,-10,-9,-14,-344
O=C(NCc1ccccc1Cl)C1CCC(=O)N(CC2CCCCC2)C1 (stereo not given),0,6,-7,0,3,1,-2,0,11
O=C(N/N=C1\CCCc2ccccc21)c1ccccc1[N+](=O)[O-],3,-7,19,-2,0,3,-1,2,16
CCC1CCC/C1=N\NC(=O)c1ccccc1Cl (stereo not given),-10,5,-19,0,2,-5,-5,0,10
CCSc1n[nH]c(=S)s1,-4,8,-14,-3,0,-7,-2,-13,1

# One compound at a time (already shown):
# Entry for O=C(CSc1nc2[nH]ncc2c(=O)[nH]1)NCCc1ccccc1 : SENP8 block-1 = 3; PfG6PD inh = -1; SENP6 block = -8; beta cell repl = 1; SENP1 FRET inh = 0; SENP7 inh = -1; HKDC1 inhibitor = -17; UBC13 inh = 6; SENP8 block-2 = 9
# Entry for CCn1c(SCC(=O)c2ccc(C)cc2)nnc1-c1ccoc1C : SENP8 block-1 = 8; PfG6PD inh = 23; SENP6 block = 1; beta cell repl = -2; SENP1 FRET inh = -2; SENP7 inh = -3; HKDC1 inhibitor = -2; UBC13 inh = 1; SENP8 block-2 = 10

# Continuation.
SMILES,SENP8 block-1,PfG6PD inh,SENP6 block,beta cell repl,SENP1 FRET inh,SENP7 inh,HKDC1 inhibitor,UBC13 inh,SENP8 block-2
COc1ccc(N2CCN(S(=O)(=O)CCNC(=O)c3ccc4c(c3)OCO4)CC2)cc1,1,3,-17,-2,2,6,-3,3,10
CC(Oc1ccc(Br)cc1)C(=O)NC1CCCCCC1 (stereo not given),3,0,7,-4,0,1,-2,0,0
CC(C)C(C(=O)Nc1ccc(S(N)(=O)=O)cc1)N1C(=O)c2ccccc2C1=O (stereo not given),1,-4,-1,-2,0,5,5,2,6
O=C(N/N=C/c1ccc(O)c(O)c1)C1c2ccccc2Oc2ccccc21,-12,-12,-6,-3,-3,2,0,-8,-48
Cc1ccc(C(=O)Nc2nnc(COc3ccccc3)s2)cc1,-4,-9,-8,-3,0,0,-5,-10,-2
CCOC(=O)C1=C(C)Nc2ccccc2S1,-6,17,1,-1,-2,-6,-2,-6,18
Cc1cccc(C(=O)NC(=S)NNC(=O)Cc2ccccc2)c1,3,-13,7,0,5,-2,-7,-38,14
COc1ccc(-c2oc3ncnc(NCCCO)c3c2-c2ccc(OC)cc2)cc1,-6,9,-11,-3,-5,11,2,14,-425
CCCn1c(CCC(=O)O)ccc1-c1ccc(OC)cc1,11,-4,-2,-3,-59,-1,2,-2,-305
CC(C)=NNC1=NC(C)(C)Cc2ccccc21,2,2,-32,-2,4,-4,3,-1,16
Cc1ccc(-n2c(=O)[nH]c3cc(C(=O)NC4CCN(Cc5ccccc5)CC4)ccc3c2=O)cc1,1,14,-19,-3,1,-3,1,10,-104
CC(=O)NC(CC(C)C)C(=O)O (stereo not given),·,11,·,·,1,·,-5,·,5
O=S(=O)(NCC(c1ccc2c(c1)OCO2)N1CCOCC1)c1ccc(Br)cc1 (stereo not given),-3,4,-9,-1,-1,-6,-4,0,16
Cc1ccc(S(=O)(=O)N(C)CC(=O)Nc2ccncc2)cc1,-5,-6,-5,0,0,10,-8,4,16
COc1ccc(S(=O)(=O)N2CCOCC2)cc1NC(=O)COc1ccc2c(C)cc(=O)oc2c1,3,2,-17,4,-1,7,-2,11,-428
COC(=O)c1cc(S(=O)(=O)Nc2ccc(C)cn2)c[nH]1,6,-8,7,1,-2,3,-5,6,-216
COc1cc(/C=C2\SC(c3ccc(C)cc3)=NC2=O)cc(OC)c1O,24,75*,12,-4,27,7,48*,-103,1
Cc1ccc(C)c(N2C(=O)c3ccc(C(=O)OCC(=O)c4c(N)n(C)c(=O)n(C)c4=O)cc3C2=O)c1,-6,8,-11,-1,0,-3,-12,-9,4

# Another view of part of the listing above:
mol	SENP8 block-1	PfG6PD inh	SENP6 block	beta cell repl	SENP1 FRET inh	SENP7 inh	HKDC1 inhibitor	UBC13 inh	SENP8 block-2
COC(=O)c1cc(S(=O)(=O)Nc2ccc(C)cn2)c[nH]1	6	-8	7	1	-2	3	-5	6	-216
CC(C)C(C(=O)Nc1ccc(S(N)(=O)=O)cc1)N1C(=O)c2ccccc2C1=O (stereo not given)	1	-4	-1	-2	0	5	5	2	6
COc1ccc(-c2oc3ncnc(NCCCO)c3c2-c2ccc(OC)cc2)cc1	-6	9	-11	-3	-5	11	2	14	-425
CC(=O)NC(CC(C)C)C(=O)O (stereo not given)	·	11	·	·	1	·	-5	·	5
